Screens from PubChem.
TEAD-YAP block: TEAD-YAP interaction inhibition; HEK-TIYL cells, TEAD-Gal4/YAP UAS-luciferase luminescence; inhibition, % at 9.12 µM; hit rate 1.4% among 640,000; AID 1259422; in the data active means inhibition above about 32%;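 further: 0% = median of test compound wells and 100% = reference inhibitor wells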
GPR151 activ: human GPR151 activation; PathHunter beta-arrestin GPR151 cells, luminescence; AID 1508602; activation, % at 11.2 µM; Q8TDV0; hit rate 1% among 650,000; in the data active means activation above about 4.9%;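 further: 0% = median of compound wells and 100% = cells with positive control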
Target sequence (Q8TDV0 whole entry, looked up): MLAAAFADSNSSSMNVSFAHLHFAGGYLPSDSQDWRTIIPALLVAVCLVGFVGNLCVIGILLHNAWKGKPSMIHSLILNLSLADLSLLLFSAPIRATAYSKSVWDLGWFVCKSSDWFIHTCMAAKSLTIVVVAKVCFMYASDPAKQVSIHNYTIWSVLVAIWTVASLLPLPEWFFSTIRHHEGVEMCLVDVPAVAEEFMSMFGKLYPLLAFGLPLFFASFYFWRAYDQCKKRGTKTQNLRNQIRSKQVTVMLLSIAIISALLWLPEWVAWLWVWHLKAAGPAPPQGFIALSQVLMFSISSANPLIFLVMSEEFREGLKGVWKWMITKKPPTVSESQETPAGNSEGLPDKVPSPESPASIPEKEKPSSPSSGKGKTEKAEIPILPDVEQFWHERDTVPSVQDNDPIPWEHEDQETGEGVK
MITF primary: blocks human microphthalmia-associated transcription factor; O75030; AlphaScreen MITF homodimerization, bead proximity signal; inhibition, % at 2.6 µM; hit rate 0.91% among 650,000; AID 1259374; in the data active means inhibition above about 50%;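 further: 0% = vehicle wells with protein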
Target sequence (O75030 whole entry, looked up): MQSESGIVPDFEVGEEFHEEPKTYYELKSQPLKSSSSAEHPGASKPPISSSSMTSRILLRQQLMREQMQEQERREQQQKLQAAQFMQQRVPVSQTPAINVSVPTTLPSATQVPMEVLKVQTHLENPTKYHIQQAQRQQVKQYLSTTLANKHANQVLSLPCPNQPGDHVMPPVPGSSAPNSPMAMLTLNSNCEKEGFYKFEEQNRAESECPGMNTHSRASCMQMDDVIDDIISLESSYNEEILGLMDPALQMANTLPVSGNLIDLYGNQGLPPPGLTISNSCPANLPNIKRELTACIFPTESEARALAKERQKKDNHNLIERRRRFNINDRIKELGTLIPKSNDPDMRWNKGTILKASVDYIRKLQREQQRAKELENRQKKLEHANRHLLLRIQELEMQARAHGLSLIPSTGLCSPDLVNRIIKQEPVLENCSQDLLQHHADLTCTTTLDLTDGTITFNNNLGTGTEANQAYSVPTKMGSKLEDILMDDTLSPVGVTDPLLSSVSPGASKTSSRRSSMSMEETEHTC
FBW7 act: activators of human E3 ligase FBW7 | AlphaScreen FBW7–phospho-cyclin E peptide binding, activator screen | normalized activity (activation), % at 26.1 µM | hit rate 0.13% among 650,000; in the data active means normalized activity above about 1.9%;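 further: purified mutant Fbw7 with reduced substrate affinity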
* marks the source's active call; other numbers are inactive results; & = joins results of further samples.

The opening 4 records (preview)
SMILES	TEAD-YAP block	GPR151 activ	MITF primary	FBW7 act
CCOC(=O)c1ccc(NC(=O)CSc2nc3ccccc3c(=O)n2CC2CCC(C(=O)NCCc3ccccc3)CC2)cc1 (stereo not drawn)	2	0.4	4	0.0
CC1=C(C(=O)Nc2ccc(C)cc2C)C(c2ccccc2)n2ncnc2N1 (stereo not drawn)	0	-2.6	-5	-0.1
CC(NC(=O)C1CCOCC1)c1nnc2n1CCN(Cc1cccc(Cl)c1)CC2 (stereo not drawn)	1	-0.6	-11	-0.1
CC(C)(Nc1ccccc1N)c1nc2ccccc2[nH]1	1	-1.4	-12	0.0

Main list, repeating the preview:
SMILES	TEAD-YAP block	GPR151 activ	MITF primary	FBW7 act
CCOC(=O)c1ccc(NC(=O)CSc2nc3ccccc3c(=O)n2CC2CCC(C(=O)NCCc3ccccc3)CC2)cc1 (stereo not drawn)	2	0.4	4	0.0
CC1=C(C(=O)Nc2ccc(C)cc2C)C(c2ccccc2)n2ncnc2N1 (stereo not drawn)	0	-2.6	-5	-0.1
CC(NC(=O)C1CCOCC1)c1nnc2n1CCN(Cc1cccc(Cl)c1)CC2 (stereo not drawn)	1	-0.6	-11	-0.1
CC(C)(Nc1ccccc1N)c1nc2ccccc2[nH]1	1	-1.4	-12	0.0
COc1ccc2c(c1)CC/C2=N/OC(=O)c1ccccc1OC	2	-1.2	-19	0.1
CCOC(=O)/C(C#N)=C/c1ccc(O)c(OC)c1	10	-1.5	-5	0.0
Cc1cnc(N2CCOCC2)nc1NC1CCN(Cc2ccccc2)CC1	6	0.0	10	-0.1
CCCNCc1c(C(=O)O)n(Cc2ccc(OC)cc2)c2ccccc12	22	2.0	-1	0.0
CC(C)(C)C(=O)Nc1nc2ccc([N+](=O)[O-])cc2s1	-33	0.2	15	0.1
CCOC(=O)c1sc(NC(=O)c2cc(S(N)(=O)=O)c(Cl)cc2Cl)c(C(=O)OCC)c1C	-8	0.4	3	-0.1
CC(C)C[C@H]1NC(=O)[C@@H]2C[C@H](NC(=O)c3ccc(Cl)cc3)CN2C1=O	-8	1.2	17	0.8
Cc1ccc(C(=O)Nc2ncn[nH]2)cc1S(=O)(=O)N1CCOCC1	11	-0.5	-17	-0.1
O=c1onc(-c2cccs2)n1Cc1ccccc1	5	2.7	7	0.8
OCCC1CN(Cc2ccc(CO)o2)CCN1C1CCCC1 (stereo not drawn)	4	0.3	8	0.0
CCS(=O)(=O)N1CCN(c2ccc(Cl)cc2)CC1	-17	-0.9	8	-0.1
CCOC(=O)c1cccc(NC(=O)COc2ccc(C(C)C)c(C)c2)c1	-11	5.0*	10	0.7
COc1cccc(C(=O)NCc2nnc(SCC(=O)N3N=C(c4cccs4)CC3c3ccc(C)cc3)n2CCc2ccccc2)c1 (stereo not drawn)	-2	-0.2	6	-0.1
CCCCN(C)CCCN1C(=O)C2C(C(=O)Nc3cccc(OC)c3)C3C=CC2(O3)C1C(=O)NC1CCCCC1C (stereo not drawn)	-16	0.6	-6	-0.1
Cc1cc(C(F)(F)F)nc(NCc2ccc(F)cc2)n1	-7	0.1	-15	0.1
O=C(Nc1ccc(Br)cc1)c1cccc(S(=O)(=O)NC2CCCCC2)c1	12	0.0	-13	-0.1
COc1ccc(CCNC(=O)CCCn2c(SCC(=O)NCCc3ccc(OC)c(OC)c3)nc3ccccc3c2=O)cc1OC	8	0.7	8	0.1
Cc1ccccc1-n1c(SCC(=O)N2CCOCC2)nc(O)cc1=O	13	2.1	12	0.0
Cc1cc(C)nc(-n2nc(C)c(Sc3ccc(F)cc3)c2N)n1	-52	-2.8	1	0.1
CC(C)CCCN=Cc1c(O)[nH]c(=O)[nH]c1=O	1	-0.8	-10	0.5
Cc1cc(NC(=O)C2CCN(S(=O)(=O)c3ccccc3)CC2)ccc1-n1cnnn1	-4	0.0	2	-0.1

Three compounds from above, sorted by molar mass, smallest number first.
SMILES	TEAD-YAP block	GPR151 activ	MITF primary	FBW7 act
CC(C)CCCN=Cc1c(O)[nH]c(=O)[nH]c1=O	1	-0.8	-10	0.5
Cc1cnc(N2CCOCC2)nc1NC1CCN(Cc2ccccc2)CC1	6	0.0	10	-0.1
CCOC(=O)c1ccc(NC(=O)CSc2nc3ccccc3c(=O)n2CC2CCC(C(=O)NCCc3ccccc3)CC2)cc1 (stereo not drawn)	2	0.4	4	0.0

(list continues)
SMILES	TEAD-YAP block	GPR151 activ	MITF primary	FBW7 act
COc1ccccc1NC(=O)c1oc2cccnc2c1NC(=O)c1ccccc1	3	-0.9	-13	-0.1
Cc1ccc(-c2nc(Nc3ccccc3Cl)c3ccccc3n2)cc1	-12	-0.6	2	0.0
C#CCn1c(=NC(C)=O)sc2cccc(F)c21	0	0.4	-4	-0.1
CCOC(=O)CSc1nnc(NC(=O)OCc2ccc(F)cc2)s1	5	0.6	11	0.0
CCOC(=O)Cn1nnnc1C(C(C)C)N1CCN(C2CCCCC2)CC1 (stereo not drawn)	0	0.2	15	-0.2
CC(=O)NC1(C(F)(F)F)C(=O)Nc2c1c(=O)[nH]c(=O)n2-c1ccccc1 (stereo not drawn)	-1	-0.8	-6	-0.1
CCn1nc(C(=O)O)c(=O)c2cc3c(cc21)OCO3	1&1	0.8&3.7&0.1	21&-1&-6	0.2&0.3&-0.1
O=C(Nc1ccccc1[N+](=O)[O-])c1cc(S(=O)(=O)Nc2cccc(F)c2)ccc1Cl	3	-1.1	8	0.0
COc1ccc(C(=O)N/N=C(\N)c2cc3ccccc3oc2=O)cc1	-14	0.6	-1	0.0
COc1ccc(OC)c(/C=C/C(=O)Nc2ccc(Cl)c(Cl)c2)c1	-8	3.2	-2	0.0
CN1CCN(c2oc(-c3ccccc3)nc2S(=O)(=O)c2ccc(F)cc2)CC1	-2	-1.0	8	-0.1
C=CCn1c2cc(C)oc2c2cnn(CC(=O)O)c(=O)c21	10	0.3	16	0.0
CCN(CC)S(=O)(=O)c1ccc(N/N=C/c2ccccc2C(=O)O)c([N+](=O)[O-])c1	-4	1.2	0	0.1
COc1c(O)ccc(/C=N/NC(=O)COc2cccc(C)c2)c1[N+](=O)[O-]	1	-0.1	-7	-0.1
CCOc1cccc(C2CC(c3ccc(C)cc3)=NC(c3ccccc3OC)N2)c1O (stereo not drawn)	-42	0.8	11	0.0
c1ccc(-c2[nH]ncc2-c2ccnc3ccccc23)cc1	7	-0.3	3	0.6
COc1ccc(C(=O)COc2ccc3ccc(=O)oc3c2)cc1F	4	-0.8	6	-0.1
Nc1cc(-c2ccccc2)nn1-c1ccc([N+](=O)[O-])cc1	-45	-1.1	17	0.7
COC(=O)C1=C(NC(=O)c2cc(Cl)ccc2Cl)CCS1	0	-0.7	-1	-0.2
FC(F)(F)c1cccc(N=c2scc(-c3ccc4ccccc4c3)n2CCc2ccccc2)c1	10	0.6	5	-0.1
C/C(CC(C)C)=N/NC(=O)Nc1ccccc1	-31	1.1	2	0.6
O=c1c2cccc3c2c(nn1Cc1ccccc1Cl)-c1ccccc1-3	3	-0.2	3	0.1
Cn1ccnc1C1(O)CCN(CC(=O)N2CCCc3ccccc32)CC1	-2	0.2	17	-0.1
CC1CCN(CCCNC(=O)CNC(=O)Cn2cnc3ccccc3c2=O)CC1	-1	-1.1	3	0.2
COc1ccc2c(c1)CC(C(=O)Nc1ccc(-c3cn[nH]c3)cc1OCc1ccccc1)CO2 (stereo not drawn)	-15	-1.8	62*	0.6

2 successive compounds already listed, quoted:
SMILES	TEAD-YAP block	GPR151 activ	MITF primary	FBW7 act
CC1CCN(CCCNC(=O)CNC(=O)Cn2cnc3ccccc3c2=O)CC1	-1	-1.1	3	0.2
COc1ccc2c(c1)CC(C(=O)Nc1ccc(-c3cn[nH]c3)cc1OCc1ccccc1)CO2 (stereo not drawn)	-15	-1.8	62*	0.6

The results go on:
SMILES	TEAD-YAP block	GPR151 activ	MITF primary	FBW7 act
CC(=O)c1ccc(NC(=O)c2ncoc2-c2ccccc2C(F)(F)F)cc1	-6	-0.8	3	0.0
COc1cc(C2C3=C(CC(C)(C)CC3=O)OC3=C2C(=O)CC(C)(C)C3)ccc1OC(=O)Nc1cccc(Cl)c1	14	2.4	14	-0.1
Cc1nc([N+](=O)[O-])cn1CC(=O)Nc1ccc2c(c1)OCO2	7	0.6	13	-0.1
O=c1cc(CSc2nc3ccccc3c3nc(CCc4c[nH]c5ccccc45)nn23)nc2ccccn12	3	1.6	7	0.1
O=c1oc2ccc(Br)cc2cc1-c1nc2ccccc2o1	3	0.2	8	0.0
CCOC(=O)C1CCCN(C(=O)C(=O)Nc2ccc3nc4n(c(=O)c3c2)CCCCC4)C1 (stereo not drawn)	4	0.1	11	0.2
COC(=O)c1c(NC(=O)COc2ccc(Cl)cc2)sc2c1CCC(C(C)(C)C)C2 (stereo not drawn)	-4	-1.1	-11	0.1
CCOC(=O)C1CCN(C(=O)Cn2cnc3scc(-c4ccc(C)cc4)c3c2=O)CC1	2	-0.2	-12	0.2
O=C(N/N=C/c1ccccn1)c1ccc2c(c1)OCO2	-19	1.1	5	-0.1
NS(=O)(=O)c1ccc(NC(=O)COC(=O)c2cccc(N3C(=O)CCC3=O)c2)cc1	7	1.6	2	0.7
Cn1ccnc1C(O)c1ccccc1 (stereo not drawn)	-1	0.8	4	-0.1
CCN(CC)S(=O)(=O)c1ccc(Cl)c(C(=O)Nc2sc3c(c2C#N)CCC3)c1	34*	0.3	1	0.7
CC1(c2ccccc2Cl)NC(=O)N(CC(=O)Nc2ccc(F)cc2[N+](=O)[O-])C1=O (stereo not drawn)	-8	-1.3	-1	-0.1
CCOc1ccc(C(=O)Nc2cccc(-c3nc4ccccc4s3)c2)cc1[N+](=O)[O-]	-12	0.3	-4	0.0
CCCN1CCN(c2ccc([N+](=O)[O-])cc2C#N)CC1	5	-1.2	7	0.4
CCOc1ccccc1NC(=O)c1ccc(C)o1	3	1.9	-6	-0.1
CCc1c(-c2ccccc2)n(Cc2ccccn2)c2nc3c(c(=O)n(C)c(=O)n3C)n12	1	-1.0	-1	-0.1
Oc1ccc2ccccc2c1/C=N/Nc1cc(N2CCOCC2)ncn1	8	-1.2	23	0.3
COc1ccc(-c2ocnc2C(=O)N2CCC(C(N)=O)CC2)cc1	2	-0.2	5	1.3
Cc1ccc(C)n1-c1ccc(NC(=O)c2ccccc2F)cc1	4	-0.9	16	0.1
C/C(=N/S(=O)(=O)c1ccc(C)cc1)N1CCCCC1	3	2.1	0	0.1
O=C(/C=C/c1ccccc1)NCCSCc1ccccc1	2	1.9	-4	-0.2
O=C(CSc1nc2cccnc2n1C1CCCCC1)N1CCCCC1	4	0.3	8	-0.1
CCOC(=O)c1sc2nc(SCC(=O)NCc3ccccc3Cl)n(Cc3ccc(F)cc3)c(=O)c2c1C	-2	1.0	0	0.1
Cn1c(/C=N/n2cnnc2)nc2ccccc21	-3	-0.2	-6	-0.1
New compounds follow.
SMILES	TEAD-YAP block	GPR151 activ	MITF primary	FBW7 act
CCOC(=O)N1CCN(S(=O)(=O)c2cccc(C#N)c2)CC1	2	0.6	-1	0.1
CCOC(=O)N1CCN(S(=O)(=O)c2ccc(C(=O)N3CCN(c4ccccc4)CC3)cc2)CC1	2	0.4	8	-0.1
COc1cccc(-c2cc(C(=O)NCCc3ccncc3)n(C)n2)c1	-4	0.0	-7	-0.1
COc1ccc(C(=O)Nc2ccc(S(=O)(=O)NCc3ccccc3)cc2)cc1	7	0.4	11	0.3
CCCCC(C(=O)OC(C)C)N1C(=O)C2C3c4ccccc4C(c4ccccc43)C2C1=O (stereo not drawn)	12	0.9	4	-0.1
COc1ccc(N/N=C/c2c(O)n(-c3cccc(Cl)c3)c(=O)[nH]c2=O)cc1	10	0.0	4	-0.1
CN(CC(O)c1ccccc1)C(=O)Cn1cc(NC(=O)c2ccccc2F)cn1 (stereo not drawn)	5	0.2	11	0.0
O=C1NC(=O)C(Cc2ccccc2)(c2ccccc2)N1 (stereo not drawn)	4	-1.0	20	0.5
Cc1ccc(-n2nc3c(c2NC(=O)c2ccc(C(=O)c4ccccc4)cc2)CSC3)cc1	-2	0.9	4	0.0
COc1ccc(Nc2c(C#N)cnc3ccc(F)cc23)c(OC)c1	4	0.5	22	0.8
COc1ccc2oc(=O)c(-c3csc(-c4ccccc4)n3)cc2c1	3	0.1	-5	0.1
CC(=O)Nc1ccc(N=Cc2ccc3ccccc3c2)cc1	9	0.0	14	0.5
CCOC(=O)C(NC(=O)c1oc(=O)c2ccccc2c1-c1ccc(C)cc1)C(=O)OCC	6	-1.0	15	0.4
COc1ccc(NC(=O)c2cc(-c3ccccc3)oc2C)cc1	-1	1.3	9	0.0
C/C(=N\OCC(=O)NNC(=O)COc1cc(C)c(Cl)cc1C(C)C)c1cccs1	10	0.5	25	0.4
CCCc1[nH]n(-c2ccc(F)cc2)c(=O)c1C=Nc1ccc(CC)cc1	0	-1.7	4	-0.1
CCOC(=O)c1cc(-c2ccccc2)sc1NC(=O)CSc1nnc2c3ccccc3n(C)c2n1	-2	-0.3	9	-0.2
CNC(=S)NNC(=O)C(=O)NNC(=S)NC	1	-0.1	79*	-1.2
COc1ccc(CC(=O)O/N=C(\N)c2ccc(Cl)cc2)cc1OC	-5	-0.1	-4	0.0
COc1ccc(S(=O)(=O)N(CC(=O)N2CCOCC2)c2ccc(F)cc2)cc1	-2	-0.4	1	0.0
CCCCCn1c(=O)c(Cc2ccccc2)c(O)c2ccccc21	3	-0.3	19	-0.1
Cn1c(C(=O)N2CCN(c3ccccn3)CC2)cc2c(=O)[nH]c3ccccc3c21	-1	0.8	-1	-0.3
COc1ccc(C2=NN(CC(=O)N(C)Cc3ccccc3)C(=O)CC2)cc1	3	1.3	8	0.3
c1ccc2c(-c3nn4nnnc4c4ccccc34)cccc2c1	-15	3.6	2	0.1
CNC(=O)COc1ccc(S(=O)(=O)N2CCCCC2)cc1	-1	0.9	-8	-0.2
NC(=O)CCn1nc(C(F)(F)F)c2cccn2c1=O	-7	-1.0	-5	0.0
CCn1cc(CN2CCC(CO)(Cc3ccccc3C(F)(F)F)CC2)c(C)n1	-1	-1.2	-8	-0.1
